# Screening results deposited in PubChem BioAssay by Broad Institute.
# BioA inh – inhibitors of Mycobacterium tuberculosis BioA enzyme; purified M. tuberculosis BioA enzyme, plate reader; inhibition, % at 9.99 µM; hit rate 0.096% among 360,000; AID 602481; in the data active means inhibition above about 40%
# * marks the source's active call; other numbers are inactive results.
# Preview, 7 compounds:
SMILES,BioA inh
NC(=O)[C@@H]1[C@H]2C(=O)O[C@H](c3ccccc3)[C@H](c3ccccc3)N2[C@H](c2ccc(O)cc2)[C@@]12C(=O)Nc1ccc(C#CC3(O)CCCCCC3)cc12,-1.7
O=C(NC1CCCCC1)[C@H]1N[C@H]2c3ccc(-c4cccc(F)c4)c(=O)n3C[C@H]2[C@@H]1CO,-4.2
COc1ccc(S(=O)(=O)Nc2ccc3c(c2)C(=O)N([C@@H](C)CO)C[C@H](C)[C@@H](CN(C)C(=O)Nc2ccccc2)OCCCC[C@H](C)O3)cc1,-4.3
CC(C)CC#Cc1cnc2c(c1)C(=O)N([C@H](C)CO)C[C@H](C)[C@@H](CN(C)CC1CCOCC1)O2,-2.0
C[C@@H]1CN([C@@H](C)CO)C(=O)c2cc(C#CCN(C)C)cnc2O[C@H]1CN(C)C(=O)c1ccc(F)cc1,1.9
CCc1cnc(N2[C@@H](C#N)[C@@H](c3ccc(-c4cccc(F)c4)cc3)[C@@H]2CO)s1,-0.6
C[C@@H]1CN([C@@H](C)CO)C(=O)c2cc(C#Cc3cccnc3)cnc2O[C@@H]1CN(C)Cc1ccc(F)cc1,-0.8

# The whole of this part, repeating the preview:
SMILES,BioA inh
NC(=O)[C@@H]1[C@H]2C(=O)O[C@H](c3ccccc3)[C@H](c3ccccc3)N2[C@H](c2ccc(O)cc2)[C@@]12C(=O)Nc1ccc(C#CC3(O)CCCCCC3)cc12,-1.7
O=C(NC1CCCCC1)[C@H]1N[C@H]2c3ccc(-c4cccc(F)c4)c(=O)n3C[C@H]2[C@@H]1CO,-4.2
COc1ccc(S(=O)(=O)Nc2ccc3c(c2)C(=O)N([C@@H](C)CO)C[C@H](C)[C@@H](CN(C)C(=O)Nc2ccccc2)OCCCC[C@H](C)O3)cc1,-4.3
CC(C)CC#Cc1cnc2c(c1)C(=O)N([C@H](C)CO)C[C@H](C)[C@@H](CN(C)CC1CCOCC1)O2,-2.0
C[C@@H]1CN([C@@H](C)CO)C(=O)c2cc(C#CCN(C)C)cnc2O[C@H]1CN(C)C(=O)c1ccc(F)cc1,1.9
CCc1cnc(N2[C@@H](C#N)[C@@H](c3ccc(-c4cccc(F)c4)cc3)[C@@H]2CO)s1,-0.6
C[C@@H]1CN([C@@H](C)CO)C(=O)c2cc(C#Cc3cccnc3)cnc2O[C@@H]1CN(C)Cc1ccc(F)cc1,-0.8
Cc1noc(C)c1S(=O)(=O)Nc1ccc2c(c1)C(=O)N([C@H](C)CO)C[C@H](C)[C@@H](CN(C)C(=O)Nc1cccc3ccccc13)O2,-0.4
C[C@H](O)C#Cc1ccc2c(c1)O[C@@H](CN(C)C(=O)C1CC1)[C@@H](C)CN([C@@H](C)CO)S2(=O)=O,-2.3
CNC[C@@H]1Oc2cc(-c3ccccc3F)ccc2S(=O)(=O)N([C@H](C)CO)C[C@H]1C,-2.4
CCCNC(=O)C[C@@H]1CC[C@@H]2[C@H](COC[C@@H](O)CN2C(=O)CC)O1,-1.8
CNC[C@@H]1Oc2ccc(NS(=O)(=O)c3ccccc3)cc2CC(=O)N([C@@H](C)CO)C[C@H]1C,1.1
CC(C)NC(=O)N(C)C[C@@H]1OCCCC[C@@H](C)Oc2ccc(NS(C)(=O)=O)cc2C(=O)N([C@H](C)CO)C[C@@H]1C,-0.4
C[C@@H]1CN([C@@H](C)CO)C(=O)c2c(c3ccccc3n2C)-c2ccccc2CO[C@H]1CN(C)S(=O)(=O)Cc1ccccc1,-0.1
C[C@@H](O)C#Cc1ccc2c(c1)O[C@H](CN(C)C(=O)CC1CC1)[C@@H](C)CN([C@@H](C)CO)S2(=O)=O,-1.7
O=S(=O)(N[C@H]1CC[C@H](CCn2cc(-c3ccccc3F)nn2)O[C@H]1CO)c1ccc(F)cc1,-3.1
O=C(Cc1ccccc1)N[C@@H]1CC[C@H](CC(=O)N2CCOCC2)O[C@H]1CO,0.2
COc1ccc(NC(=O)N(C)C[C@@H]2Oc3ncc(C#CC(C)C)cc3C(=O)N([C@H](C)CO)C[C@@H]2C)cc1,-0.7
C[C@@H]1CN([C@@H](C)CO)C(=O)c2cc(NC(=O)Nc3ccc(F)cc3)ccc2O[C@@H](C)CCCCO[C@H]1CN(C)C(=O)Nc1cccc2ccccc12,-1.1
C[C@@H]1CCCCO[C@@H](CN(C)C(=O)c2ccncc2)[C@@H](C)CN([C@H](C)CO)C(=O)c2cc(NS(=O)(=O)c3cn(C)cn3)ccc2O1,-1.9
O=C(NCC[C@H]1CC[C@@H](NC(=O)C2CC2)[C@@H](CO)O1)Nc1ccc(Cl)cc1,1.0
C[C@H](CO)N1C[C@H](C)[C@@H](CN(C)S(=O)(=O)c2ccccc2)Oc2ccc(NS(=O)(=O)c3ccc(Cl)cc3)cc2C1=O,0.1
CC(=O)N(C)C[C@@H]1Oc2cc(C#CC(C)C)ccc2S(=O)(=O)N([C@@H](C)CO)C[C@H]1C,-2.3
Cc1ccc(S(=O)(=O)Nc2ccc3c(c2)C(=O)N([C@H](C)CO)C[C@H](C)[C@@H](CN(C)Cc2ccc(Cl)c(Cl)c2)OCCCC[C@H](C)O3)cc1,-1.0
C[C@H](CO)N1C[C@H](C)[C@H](CN(C)C(=O)Nc2ccc3c(c2)OCO3)OCCCC[C@H](C)Oc2ccc(NC(=O)NC3CCCCC3)cc2C1=O,0.9
C[C@@H]1CN([C@H](C)CO)C(=O)c2cc(NC(=O)Nc3ccc(C(F)(F)F)cc3)ccc2O[C@H]1CN(C)Cc1ccc(C(=O)O)cc1,4.0
C[C@@H](NC(=O)C[C@@H]1CC[C@@H]2[C@H](COC[C@H](O)CN2Cc2cc(F)ccc2F)O1)c1ccccc1,-0.8
Cc1noc(C)c1S(=O)(=O)Nc1ccc2c(c1)C(=O)N([C@H](C)CO)C[C@H](C)[C@@H](CN(C)C(=O)Nc1ccccc1)OCCCC[C@@H](C)O2,0.3
CCN1[C@H](C(=O)Nc2nccs2)[C@@H](CO)[C@@H]2Cn3c(ccc(-c4ccccc4OC)c3=O)[C@@H]21,-0.3
O=C(C[C@H]1CC[C@@H]2[C@H](COC[C@@H](O)CN2C(=O)c2cccnc2)O1)NC1Cc2ccccc2C1,-1.1
C[C@@H]1CN([C@@H](C)CO)C(=O)Cc2cc(N(C)C)ccc2O[C@@H]1CN(C)S(=O)(=O)c1ccccc1,0.6
O=C(CC1CC1)N[C@H]1CC[C@@H](CCNS(=O)(=O)c2ccc(F)cc2)O[C@@H]1CO,-0.8
CNC[C@H]1Oc2c(NC(=O)Nc3ccc4c(c3)OCO4)cccc2C(=O)N([C@H](C)CO)C[C@@H]1C,1.8
CC(C)NC(=O)Nc1ccc2c(c1)CC(=O)N([C@@H](C)CO)C[C@@H](C)[C@@H](CN(C)S(=O)(=O)c1ccc(Cl)cc1)O2,-2.8
C[C@H](CO)N1C[C@H](C)[C@@H](CN(C)Cc2cncnc2)Oc2ncc(C#CC3CCCCC3)cc2C1=O,1.4
O=C(C1CC1)N1CCCCN2[C@H](CO)[C@@H](c3ccc(C#CC4(O)CCCC4)cc3)[C@@H]2C1,1.1
COc1ccc(C#Cc2ccc3c(c2)[C@]2(C(=O)N3)[C@H](c3ccc(O)cc3)N3[C@H](c4ccccc4)[C@H](c4ccccc4)OC(=O)[C@H]3[C@@H]2C(=O)O)cc1,-2.3
COc1ccc(S(=O)(=O)Nc2ccc3c(c2)C(=O)N([C@H](C)CO)C[C@H](C)[C@H](CN(C)S(=O)(=O)c2cn(C)cn2)OCCCC[C@H](C)O3)cc1,2.7
CCCNC(=O)N(C)C[C@H]1Oc2cc(C#CCC(C)C)ccc2S(=O)(=O)N([C@@H](C)CO)C[C@H]1C,-0.1
CC(C)CC#Cc1ccc([C@@H]2[C@H]3CN(C(=O)Nc4ccccc4)CCCCN3[C@H]2CO)cc1,0.9
COc1cccc(CNC(=O)C[C@@H]2C=C[C@H](NC(=O)C3CCOCC3)[C@@H](CO)O2)c1,-1.9
C[C@H](CO)N1C[C@H](C)[C@@H](CN(C)Cc2ccc3c(c2)OCO3)Oc2c(NC(=O)c3cnccn3)cccc2C1=O,-1.6
C[C@@H]1CN([C@@H](C)CO)S(=O)(=O)c2ccc(C3=CCCC3)cc2O[C@H]1CN(C)C(=O)Nc1ccc2c(c1)OCO2,28
C[C@H](CO)N1C[C@H](C)[C@@H](CN(C)Cc2ccc(C(=O)Nc3ccccc3N)cc2)Oc2c(NC(=O)c3ccncc3)cccc2C1=O,-0.3
COc1ccccc1S(=O)(=O)N1CC[C@@H]2[C@H]1c1cc(-c3ccccc3F)ccc1N[C@@H]2CO,-1.0
CCCNC(=O)N[C@H]1CC[C@H](CCn2cc(C3CCCCC3)nn2)O[C@@H]1CO,-4.4
O=C(Nc1cccc(F)c1)N1C[C@H]2[C@@H](c3ccccc31)[C@H](CO)N2C(=O)Cc1ccccc1,-4.2
Cc1noc(C)c1NC(=O)N(C)C[C@H]1OCCCC[C@@H](C)Oc2ccc(NS(=O)(=O)c3cn(C)cn3)cc2C(=O)N([C@H](C)CO)C[C@@H]1C,2.6

# Some of the entries above in a different format.
COc1ccc(S(=O)(=O)Nc2ccc3c(c2)C(=O)N([C@H](C)CO)C[C@H](C)[C@H](CN(C)S(=O)(=O)c2cn(C)cn2)OCCCC[C@H](C)O3)cc1
  BioA inh: 2.7
CCCNC(=O)N(C)C[C@H]1Oc2cc(C#CCC(C)C)ccc2S(=O)(=O)N([C@@H](C)CO)C[C@H]1C
  BioA inh: -0.1

# (further entries)
SMILES,BioA inh
C[C@@H]1CN([C@@H](C)CO)S(=O)(=O)c2ccc(/C=C/c3ccccc3)cc2O[C@H]1CN(C)Cc1cncnc1,1.2
C[C@@H]1CN([C@@H](C)CO)S(=O)(=O)c2ccc(C#CCC3CCCC3)cc2O[C@@H]1CN(C)C(=O)CN(C)C,2.4
CC(=O)N1[C@@H](CO)[C@H](c2ccc(-c3cccc(F)c3)cc2)[C@@H]1CNC(=O)C1CC1,-1.0
CN(C)C(=O)C[C@@H]1C=C[C@H](NC(=O)NC2CCCC2)[C@H](CO)O1,0.4
COc1ccc(C(=O)Nc2ccc3c(c2)C(=O)N(C)C[C@@H](OC)[C@H](C)CN(C(C)=O)[C@H](C)CO3)cc1,0.7
CNC[C@H]1Oc2c(NC(=O)c3cc(C)nn3C)cccc2C(=O)N([C@@H](C)CO)C[C@H]1C,-2.8
C[C@H](CO)N1C[C@H](C)[C@H](CN(C)C(=O)Nc2ccc(C(F)(F)F)cc2)Oc2ccc(NC(=O)C3CCCCC3)cc2C1=O,-1.6
CO[C@H]1CN(C)C(=O)c2cc(NS(=O)(=O)CC(F)(F)F)ccc2OC[C@H](C)NC[C@H]1C,-2.4
C[C@H]1CN([C@@H](C)CO)C(=O)c2cc(NC(=O)Nc3cccc4ccccc34)ccc2O[C@@H]1CN(C)C(=O)Nc1ccc(C(F)(F)F)cc1,0.4
Cc1noc(C)c1NC(=O)Nc1ccc2c(c1)CC(=O)N([C@@H](C)CO)C[C@@H](C)[C@H](CN(C)C)O2,2.3
CO[C@@H]1CN(C)C(=O)c2ccc(NC(=O)C3CCCCC3)cc2OC[C@@H](C)N(Cc2cccnc2)C[C@H]1C,1.8
O=C(c1ccccn1)N1C[C@@H]2[C@H](c3ccccc31)[C@@H](CO)N2C(=O)C1CCCCC1,-3.0
CO[C@H]1CN(C)C(=O)c2ccc(NC(C)=O)cc2OC[C@@H](C)N(C(=O)CN(C)C)C[C@H]1C,-3.4
CN(C)C(=O)c1cccc(-c2ccc([C@H]3[C@@H](CO)N4CCCCN(S(C)(=O)=O)C[C@@H]34)cc2)c1,0.3
O=C(NCC[C@@H]1CC[C@H](NC(=O)C2CCC2)[C@H](CO)O1)c1ccc(F)cc1,0.2
C[C@@H]1CN([C@@H](C)CO)C(=O)c2cc(-c3ccccc3)cnc2O[C@H]1CN(C)C(=O)Cc1ccccn1,-0.8
O=C(c1ccccn1)N1C[C@H]2[C@@H](c3ccccc31)[C@H](CO)N2C(=O)C1CCCC1,2.4
C[C@H](O)C#Cc1cnc2c(c1)C(=O)N([C@H](C)CO)C[C@H](C)[C@@H](CN(C)Cc1cccc(C(=O)O)c1)O2,-3.2
Cc1ccc(S(=O)(=O)Nc2ccc3c(c2)CC(=O)N([C@H](C)CO)C[C@@H](C)[C@@H](CN(C)C(=O)Nc2ccc4c(c2)OCO4)O3)cc1,2.5
C[C@@H]1CCCCO[C@H](CN(C)Cc2ccccc2)[C@H](C)CN([C@@H](C)CO)C(=O)c2cc(NS(=O)(=O)c3ccc(F)cc3)ccc2O1,0.9
Cc1noc(C)c1NC(=O)N(C)C[C@@H]1Oc2c(NC(=O)C3CCOCC3)cccc2C(=O)N([C@@H](C)CO)C[C@@H]1C,0.9
CO[C@@H]1CN(C)C(=O)c2ccc(NC(=O)c3cc(C)on3)cc2OC[C@@H](C)N(S(=O)(=O)c2cccc(Cl)c2)C[C@H]1C,-0.9
COCCN(C[C@H]1N[C@H](CO)[C@@H]1c1ccc(-c2cccc(F)c2)cc1)C(C)=O,3.0
CN1CCCCN2[C@H](C1)[C@H](c1ccc(-c3ccc(F)cc3)cc1)[C@@H]2CO,-3.1
CN1c2ccc(-c3ccc(C#N)cc3)cc2[C@@H]2[C@@H](CCN2S(=O)(=O)c2cccc(F)c2)[C@H]1CO,-1.8
CO[C@H]1CN(C)C(=O)c2cc(C#N)ccc2OC[C@@H]2O[C@H](CC[C@H]2OC)CCN(C)C(=O)[C@@H]1C,-0.1
COc1ccc(S(=O)(=O)N(C)C[C@H]2Oc3ccc(NC(=O)Nc4ccc5c(c4)OCO5)cc3C(=O)N([C@@H](C)CO)C[C@H]2C)cc1,-1.3
O=C(c1cccc(F)c1)N1CCCCN2[C@H](CO)[C@@H](c3ccc(/C=C/c4ccccc4)cc3)[C@H]2C1,-2.7
Cc1noc(C)c1NC(=O)NCC[C@@H]1CC[C@@H](NC(=O)Nc2cccc(Cl)c2)[C@@H](CO)O1,0.6
C[C@@H]1CN([C@@H](C)CO)C(=O)c2cc(NC(=O)C3CC3)ccc2O[C@@H]1CN(C)Cc1ccc(-c2ccccc2)cc1,-3.3
OC[C@@H]1[C@H](c2ccc(C3=CCCC3)cc2)[C@@H]2CN(CCC(F)(F)F)CCCCN12,-0.1
CO[C@H]1CC[C@H]2CCOc3ccc(C#N)cc3C(=O)N(C)C[C@@H](OC)[C@H](C)C(=O)N(C)C[C@@H]1O2,-1.3

# Some of the compounds tested, so the mix of outcomes need not match the whole.
